Bioassay records: PubChem, several laboratories
Autophagy mod – autophagy modulators in MEF cells, primary screen, imaging, high-content, MEF GFP-LC3. MEF GFP-LC3 puncta imaging; test concentration mostly 10 µM. calls only at 10 µM (by protocol). hit rate 0.98% among 190,000;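 active = percentage of spot-positive cells more than 3 SD above its plate mean, without a fluorescence outlier flag or 80% toxicity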;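 note: spot-positive cell cutoff set from DMSO-treated cells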
West Nile virus CPE – West Nile virus antiviral activity, cell-based, CPE readout (AID 1621). West Nile virus-infected cells, CPE inhibition; higher % means a stronger effect. hit rate 0.02% among 290,000. CPE inhibition, % at 10 µM; hits with a dose series show IC50 in µM; in the data active = a potency from the dose series; note: strong numbers were not always called active
b-catenin transl – modulators of beta-catenin nuclear translocation, primary screen, imaging, HeLa cells, immunofluorescence, high-content | hit rate 0.3% among 190,000 | AID 1665, 2009 | nuclear translocation activity, % at 5 µM;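 active = nuclear translocation activity above 50% at 5 µM, with a well cell count of 50 or more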;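 note: per-cell ratio of nuclear to cytoplasmic median beta-catenin stain intensity; plate controls were DMSO negative control for no effect and GSK-3 inhibitor IX positive control for full effect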
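assay system = human HeLa cells, endogenous beta-catenin | times = compound treatment 24 h, 37°C, 5% CO2 | detection = Anti-beta-catenin immunofluorescence on PFA-fixed, Triton-permeabilized cells, DAPI nuclei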
WT yeast gro inh – growth inhibition of WT strain, primary screen, mitochondrial fusion inhibitor project, WT and mutant strains, chemical genetic; inhibition, % at 10 µM; hit rate 2.1% among 190,000; mitochondrial fusion phenotypic screen; in the data active = inhibition above about 58%; tested in S. cerevisiae
Ins promoter up – insulin promoter activators in MIN6 cells, imaging, high-content screening, mouse beta cells. MIN6 insulin promoter-GFP reporter; stronger effect = higher value. z-score at 5 µM. hit rate 0.3% among 190,000;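 active = z-score above 3 at 5 µM with at least 500 cells counted in the well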
MT stabilizer – microtubule stabilizers in HeLa cells, primary screen, imaging, high-content imaging. HeLa tubulin immunostaining HCS, 24 h; share of cells brighter than vehicle mean+2SD. % tubulin-high responders, % at 10 µM. hit rate 0.83% among 200,000. AID 2205, 2009;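 active = plate Z-score above 3 for both tubulin-high and condensed-nucleus cell shares, with cell loss under 80%, at 10 µM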;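 note: anti alpha tubulin signal scored within the nucleus-defined area of each cell; some results filed as inactive read as strong as hits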
Lipid droplet – inhibitors of hepatocyte lipid droplet formation, primary screen, imaging, high-throughput imaging, BODIPY stain; AML12 mouse hepatocytes, oleate lipid droplets; inhibition, % at 6.5 µM; hit rate 0.4% among 240,000; AID 1656, 2009;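 active = lipid droplet intensity inhibited by at least 50%, with more than 500 cells counted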
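Test system: AML12 mouse liver cells; schedule: overnight exposure; technique: high-content imaging of BODIPY-stained droplets and DAPI nuclei; read-out: % inhibition of corrected integrated BODIPY droplet signal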
Myeloid diff 2 – induction of myeloid progenitor differentiation, primary screen, cell-based, flow cytometry, MLPCN library. ER-HoxA9 myeloid progenitors, lysozyme-GFP differentiation. calls only at 10 µM. hit rate 1% among 360,000;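 active = normalized GFP-positive differentiation at or above the plate's own cutoff, the solvent-only control mean plus 3 SD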;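 note: cells exposed to compound for four days before flow analysis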
T cell HTS – modulators of CD8 T cell-vesicle binding, primary screen, mouse 2C CD8+ T cells, flow cytometry; 2C CD8+ T cell-vesicle binding; stronger effect = lower value; calls only at 7 µM; hit rate 0.068% among 330,000;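 active = response, share of CD8 T cells binding vesicles, and their 90th percentile fluorescence all below set limits, cut at about 80% in these data, passing the limit was not always enough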
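Read-out – percent CD8+ FL2 mean versus row control · System – murine 2C transgenic CD8+ T lymphocytes · Times – 1.5 h cell–vesicle binding at 37 °C, then 20 min icy labelling · Control set – naked vesicles low, QL9 vesicles with vehicle high · Detection – cytometric PE anti-B7-1 and Alexa647 anti-CD8 signals after 1% paraformaldehyde fixation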
WT yeast gro inh mutant strain – also measured in WT yeast gro inh; calls as there; inhibition, %; mitochondrial fusion phenotypic screen, mutant strain inhibition
Ins promoter up cell count – further read-out of Ins promoter up, marked with its call; cell count; measured here: cytotoxicity, nuclei count;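 total cells summed across four imaged fields per well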
Lipid droplet cells 6.5 µM – second read-out of Lipid droplet, no call of its own (marks repeat the call); cell count; measured here: cell count, cytotoxicity flag;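 cells counted across two imaged fields per well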
b-catenin transl cell count 5 µM – further read-out of b-catenin transl, marked with its call; cell count; measured here: cell count, cytotoxicity flag
T cell HTS vesicle-bound % – also measured in T cell HTS; calls as there; double positive events, %; measured here: CD8+ vesicle-bound cell fraction;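 binding gate set so that unloaded-vesicle control wells show 10% double positive cells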
MT stabilizer Hoechst-high % – further read-out of MT stabilizer, marked with its call; % Hoechst-high responders; measured here: nuclear condensation Hoechst responders;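 share of cells brighter than vehicle mean plus two SD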
MT stabilizer cytotoxicity % – also measured in MT stabilizer; calls as there; toxicity, %; measured here: cytotoxicity by cell density;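 0% = mean cell density of plate MIN control wells and 100% = no cells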
Autophagy mod cell loss 18 h – recorded beside Autophagy mod, whose call it bears; toxicity, %; measured here: cell loss, nuclei count;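 cell loss after 18 h compound exposure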
Myeloid diff 2 GFP+ MAC1+ % – recorded beside Myeloid diff 2, whose call it bears; GFP+ MAC1+ double positive, %; measured here: differentiation confirmed by MAC1 staining
An asterisk follows results filed as active; i = inactive; . = no result given.

SMILES	Autophagy mod	Autophagy mod cell loss 18 h	West Nile virus CPE	b-catenin transl	b-catenin transl cell count 5 µM	WT yeast gro inh	WT yeast gro inh mutant strain	Ins promoter up	Ins promoter up cell count	MT stabilizer	MT stabilizer Hoechst-high %	MT stabilizer cytotoxicity %	Lipid droplet	Lipid droplet cells 6.5 µM	Myeloid diff 2	Myeloid diff 2 GFP+ MAC1+ %	T cell HTS	T cell HTS vesicle-bound %
O=C(COC(=O)CCNS(=O)(=O)c1ccc2c(c1)OCCO2)NC1CCCc2ccccc21 (stereo unspecified)	i	9	-0.3%	-0.2	971	-3	0	-0.19	1112	6.6	1.3	9.0	.	.	i	0.6	i	46
Cc1cc(C)cc(NC(=O)CCCN2C(=O)C(c3ccccc3)Oc3cccnc32)c1 (stereo unspecified)	.	.	0.0%	.	.	.	.	.	.	.	.	.	4	760	i	0.9	i	8
Cc1ccc(C)c(N2CCN(c3ccncc3N)CC2)c1	.	.	-0.4%	0.6	1268	.	.	-0.41	1057	.	.	.	-11	811	i	0.2	i	41
COc1ccc(NC(=O)CSc2nc3ccc(OC)cc3[nH]2)cc1	.	.	0.7%	-1.1	1432	.	.	-0.05	1112	.	.	.	-3	619	i	0.7	i	44
O=C(O)c1cccc(NS(=O)(=O)c2cccc3nsnc23)c1	i	0	0.5%	-6.6	1191	-8	-13	1.2	973	1.6	1.2	2.2	2	685	i	1.2	i	15
CC(C)(C)c1nnc(NC(=O)c2cccnc2)s1	i	7	0.6%	0.7	1546	5	7	.	.	2.7	1.6	0.6	6	659	i	0.5	i	60
COc1cc(CNC2CCCC2)c(Br)cc1OCc1ccccc1	i	0	-1.6%	1.9	1484	2	18	-1.7	1114	4.6	3.1	6.8	4	711	i	0.1	i	43
Cc1ccccc1Nc1nnc(SCC(=O)NCc2cccs2)s1	i	0	-0.8%	1.0	969	9	30	-0.33	1526	1.6	1.8	6.1	-4	609	i	0.5	i	46
CCOc1cc(/C=C2\C(=O)N(c3nc(-c4ccc(Br)cc4)cs3)N=C2c2ccccc2)ccc1O	i	-5	.	-14	1122	1	-19	.	.	5.1	2.5	6.3	1	700	i	0.6	i	38
CC(C)C1C(C#N)=C(N)Oc2n[nH]c(-c3ccccc3)c21 (stereo unspecified)	i	9	0.1%	-0.1	1171	0	11	.	.	1.6	0.7	2.5	-5	763	i	0.4	i	37
CCc1ccc(NC(=O)CN2C(=O)CSC2=O)cc1	i	-6	0.3%	-2.2	555	2	-46	-0.79	1235	3.9	2.9	7.2	-11	717	i	0.9	i	60
Cc1cccc(-c2nnc(NC(=O)c3ccc(N4C(=O)CCC4=O)cc3)s2)c1	i	12	0.0%	1.8	512	-2	-8	0.21	1260	5.6	2.2	1.2	24	765	i	1.4	i	18
CCN(CC)CCN(C(=O)c1ccc(CN2CCCCC2)o1)C(C(=O)NC1CCCCC1)c1ccc(F)cc1 (stereo unspecified)	i	5	0.3%	1.4	1474	1	5	-1.5	1440	1.8	1.7	7.2	-31	704	i	0.7	i	47
COc1ccc(-n2c(=S)[nH]c3cc(C(=O)NCc4ccccc4)ccc3c2=O)c(OC)c1	.	.	-0.4%	.	.	.	.	.	.	.	.	.	-3	738	i	0.4	i	45
Cc1c(C(=O)N2CC[C@@H](N3CCC(O)CC3)[C@H](O)C2)[nH]c2ccc(Cl)cc12	.	.	0.0%	.	.	.	.	.	.	.	.	.	3	700	i	0.4	i	11
O=C(CNC(=O)c1ccco1)OCC(=O)c1ccc(Cl)cc1Cl	i	0	0.1%	0.3	1561	-2	-8	.	.	1.0	0.7	5.1	-23	615	i	0.3	i	46
CCOC(=O)C1C(=O)CC(C)(O)C(C(=O)OCC)C1c1ccc2c(c1)OCO2 (stereo unspecified)	i	0	-0.1%	.	.	.	.	.	.	1.8	1.8	4.3	.	.	i	0.9	i	56
CCOC(=O)c1c2c3c(c(Cl)ccc3[nH]c1=O)C(=O)c1ccccc1-2	i	6	-0.8%	-0.2	1102	-1	1	-3.3	1107	4.9	2.8	3.4	2	623	i	2.3	.	.
COc1ccc(COC(=O)C2=C(C)NC(=O)NC2c2cc(OC)ccc2OC)cc1 (stereo unspecified)	.	.	-0.9%	.	.	.	.	.	.	.	.	.	-4	842	i	0.6	i	47
O=C(c1ccc(F)cc1F)N1CCCc2ccccc21	.	.	0.3%	.	.	.	.	.	.	.	.	.	-13	653	i	1.0	i	29
COc1ccc(C2CC(=O)N3CN(c4ccccc4F)CSC3=C2C#N)cc1OC (stereo unspecified)	i	1	0.0%	.	.	-1	-2	0.09	910	3.9	3.7	5.4	.	.	i	2.7	i	27
CN=C1C([N+](=O)[O-])=CC=C2C1=NC1(CCCCC1)N2O	i	11	-0.2%	4.1	489	11	19	0.09	1284	1.2	1.9	10	-28	597	i	1.1	i	27
COc1ccc(CCNC(=O)CN2CCN(Cc3ccccc3F)C2=O)cc1OC	.	.	0.6%	-0.4	1353	.	.	-0.25	1112	.	.	.	9	741	i	0.2	i	45
CC(C)c1onc(C(=O)N2CCOCC2)c1[N+](=O)[O-]	i	7	-0.5%	-0.7	1099	6	5	0.74	1068	2.2	1.4	5.7	4	706	i	0.6	i	65
CC(C)CN(CCOc1cccc(N2C(=O)C3=C(CCCC3)C2=O)c1)CC(C)C	i	1	-0.7%	-4.9	545	13	7	0.41	1378	1.3	1.9	14	19	677	i	0.4	i	35
Cn1c(=O)n(C)c2cc(NC(=O)CSc3ccccc3)ccc21	.	.	0.5%	.	.	.	.	.	.	.	.	.	0	709	i	0.9	i	18
Cc1cc(S(=O)(=O)N2CCCOC2CNC(=O)C(=O)NCCc2ccco2)ccc1F (stereo unspecified)	.	.	-1.0%	.	.	.	.	.	.	.	.	.	-9	726	i	0.5	i	12
O=C(CN1CCc2ccccc2C1)Nc1cc(S(=O)(=O)N2CCOCC2)ccc1N1CCCC1	i	10	-0.5%	-1.5	555	-1	4	-0.08	1020	2.6	1.7	3.8	-4	702	i	0.5	i	28
Cc1ccc(Cl)cc1NC(=O)N[C@@H](CC(C)C)C(=O)O	.	.	0.0%	-0.3	1314	.	.	0.15	1030	.	.	.	26	683	i	0.2	i	49
CC(=O)n1cc([C@H]2C=C(C(=O)NCc3ccccc3)O[C@@H](OCCCCO)C2)c2ccccc21	i	2	-0.3%	-0.8	1136	-5	9	-1.6	1411	3.7	1.5	7.3	-20	677	i	2.0	i	35
O=C(N/N=C/c1ccc(OC(=O)c2ccccc2Br)cc1)c1ccccn1	.	.	-0.3%	.	.	.	.	.	.	.	.	.	-4	703	i	0.3	i	11
CC(C)OC(=O)c1ccc(Cn2nnc3ccccc3c2=O)cc1	i	-1	-1.6%	.	.	1	-8	1.2	836	0.9	0.9	6.2	-3	761	i	1.1	i	37
CCC(=O)Nc1cccc(-c2cn3ccccc3n2)c1	i	4	0.5%	-1.6	1084	-1	14	0.07	1447	4.7	3.5	5.2	2	623	i	0.7	i	41
COc1ccc(C2c3c(-c4ccccc4O)n[nH]c3C(=O)N2Cc2ccco2)cc1 (stereo unspecified)	.	.	0.3%	0.0	1348	.	.	-0.39	970	.	.	.	-5	712	i	0.7	i	38
CCOC(=O)C1CCCN(S(=O)(=O)c2ccc(NC(C)=O)cc2)C1 (stereo unspecified)	i	-9	-0.4%	0.6	1493	-3	-4	-0.14	1416	5.3	2.1	8.2	2	685	i	0.2	i	22
CCCc1cc(C(=O)OC)c2ccccc2n1	i	-9	0.3%	.	.	-8	-11	0.1	1294	1.9	3.0	1.9	0	762	i	0.7	i	55
CC(C(=O)NC1CCCC1)N(C(=O)CS(=O)CC(=O)Nc1ccc(F)cc1)c1ccc2c(c1)OCCO2 (stereo unspecified)	i	1	-0.3%	-2.4	1361	0	-2	0.16	1451	1.5	1.6	9.3	.	.	i	5.3	i	37
COc1ccc(Cl)cc1NC(=O)NCc1ccc2c(c1)OCO2	.	.	-0.6%	.	.	.	.	.	.	.	.	.	-26	627	i	0.9	i	53
COc1cc(S(=O)(=O)N2CCCCC2)ccc1NC(C)=O	i	6	-0.1%	.	.	-37	-26	.	.	2.0	1.6	3.9	2	812	i	6.7	i	34
